# Assay outcomes deposited in PubChem by several laboratories.
# AGP1 TOR yeast – alters AGP1-GFP fluorescence in TOR pathway yeast screen; S. cerevisiae AGP1-GFP multiplex flow cytometry, 3 h; GFP as percent of DMSO wells; GFP response vs DMSO, % at 10 µM; 320,000 compounds, 0.02% hits;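 active = GFP response relative to DMSO above a set limit, near screen average plus 3 SD, cut at about 150% in these data; inconclusive = fewer than 70 cells counted for the yeast strain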;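 note: median GFP channel fluorescence of the gated AGP1 strain per well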
# LAP4-GFP MLPCN – yeast TOR pathway LAP4-GFP modulation. S. cerevisiae LAP4-GFP multiplex, flow cytometry GFP, 3 h; median GFP as percent of DMSO wells. GFP response vs DMSO, % at 10 µM. 320,000 compounds, 0.34% hits. AID 2023;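 active = GFP response vs DMSO above a set limit, about the screen mean plus 3 SD, cut at about 150% in these data; inconclusive = under 70 cell events counted for the yeast strain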
# VLA-4 inh – inhibition in a human VLA-4 binding assay | P13612 | VLA-4 expressing cells, ligand binding flow cytometry | inhibition, % (about 7 µM as worked out from the volumes in the protocol) | 330,000 compounds, 0.2% hits | AID 2557; in the data active = inhibition above about 50%
# CIT2-GFP yeast – alters CIT2-GFP fluorescence in TOR pathway yeast screen. GFP response vs DMSO, % at 10 µM. 320,000 compounds, 0.065% hits. AID 2029. S. cerevisiae CIT2-GFP strain, flow cytometry, 3 h; 100 means same as DMSO wells;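 active = GFP response relative to DMSO above a set limit, near the screen mean plus 3 SD, cut at about 150% in these data; inconclusive = Fewer than 70 cells measured for a yeast strain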;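 note: ratio of well median GFP fluorescence to mean of DMSO wells on the plate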
# GRK2 inh – inhibitors of human GRK2 displacing RNA aptamer. inhibition of aptamer binding, % at 10 µM. 330,000 compounds, 0.59% hits. bead flow cytometry, FAM-aptamer displacement from GRK2. P25098;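 active = inhibition of aptamer binding above 40%, roughly 3 SD of noise, on plates passing a quality check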;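 note: median bead fluorescence of bound FAM aptamer so fluorescent compounds give negative values; no value below 0 was filed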
# GASC-1 inh – inhibitors of human GASC-1 (JMJD2C) demethylase. inhibition, % at 2.35 µM. 330,000 compounds, 0.069% hits. GST-JMJD2C(1-420) H3K9me3 demethylation, DELFIA europium. Q9H3R0;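 active = more than half of a compound's replicate wells show inhibition beyond 50%, single wells judged on their own value; inconclusive = some, but no more than half, of replicates pass 50% inhibition; inactive = no replicate passes 50% inhibition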;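 note: signal counts dimethyl H3K9 product captured on neutravidin plate; 0% = median of DMSO wells and 100% = 0.3 times that DMSO median; strong numbers were not always called active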
# Target sequence (Q9H3R0 1-420 limits assumed): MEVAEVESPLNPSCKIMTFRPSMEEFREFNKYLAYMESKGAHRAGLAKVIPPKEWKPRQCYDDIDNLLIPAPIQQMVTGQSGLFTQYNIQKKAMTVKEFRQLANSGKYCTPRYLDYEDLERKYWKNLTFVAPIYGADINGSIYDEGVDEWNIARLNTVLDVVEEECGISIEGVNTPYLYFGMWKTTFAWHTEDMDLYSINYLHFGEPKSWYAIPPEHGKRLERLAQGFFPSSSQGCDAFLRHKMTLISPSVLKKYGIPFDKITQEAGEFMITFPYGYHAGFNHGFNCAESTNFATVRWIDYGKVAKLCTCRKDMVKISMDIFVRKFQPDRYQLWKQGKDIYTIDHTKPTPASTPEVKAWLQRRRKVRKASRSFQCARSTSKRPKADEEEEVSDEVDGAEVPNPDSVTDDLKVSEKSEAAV
# RPL19A-GFP yeast – alters RPL19A-GFP fluorescence in TOR pathway yeast screen; S. cerevisiae RPL19A-GFP strain, flow cytometry, 3 h; active compounds read low; percent response vs DMSO, % at 10 µM; 330,000 compounds, 0.3% hits;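 active = percent response vs DMSO below 50%; inconclusive = fewer than 70 events counted for the yeast strain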;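 note: median channel GFP fluorescence of the barcoded RPL19A-GFP strain; ratio of sample median GFP to plate DMSO average so 100% = DMSO; lower means less RPL19A-GFP as with rapamycin TOR inhibition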
# MEP2-GFP yeast – yeast TOR pathway MEP2-GFP modulation. S. cerevisiae MEP2-GFP strain, flow cytometry GFP, 3 h; 100% = DMSO control level. GFP response vs DMSO, % at 10 µM. 330,000 compounds, 0.51% hits;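 active = GFP response versus DMSO above a set limit, roughly screen mean plus 3 SD, cut at about 180% in these data; inconclusive = fewer than 70 cells counted for a yeast strain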;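 note: median GFP fluorescence of the barcode-gated MEP2-GFP cells per well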
# An asterisk follows results filed as active; ? = inconclusive; . = no result given; & = joins results of further samples.
SMILES,AGP1 TOR yeast,LAP4-GFP MLPCN,VLA-4 inh,CIT2-GFP yeast,GRK2 inh,GASC-1 inh,RPL19A-GFP yeast,MEP2-GFP yeast
CCn1cc(Br)c(C(=O)Nc2ccc(OC)cc2)n1,97,105,8,96,1,0,93,103
CCS(=O)(=O)n1nc(-c2ccccc2)nc1SC,96,107,8,95,0,1,98,102
Cc1ccc(NC(=O)N2CCCC2C(=O)NCc2cccs2)cc1 (stereo not drawn),.,101,19,103,4,-3,98,101
O=C(NCCN1CCOCC1)C1CCC(=O)N1Cc1ccc(F)cc1 (stereo not drawn),105,98,4,103,0,2,98,103
COc1ccc(CC(=O)Nc2ccc(N3CCN(c4ccc(OC)cc4)CC3)c(C#N)c2)cc1,90,109,23,93,5,4,98,103
C=CCOc1c(Cl)cc(CNCCCN2CCOCC2)cc1OC,100,99,-2,100,0,1,102,104
CCOc1ccc(C(=O)CN2CCN(S(=O)(=O)c3ccc(OC)cc3)CC2)cc1,99,101,11,96,1,3,101,100
COCCN(C(=O)Nc1ccccc1)c1ccccc1,105,106,5,106,0,4,102,103
CCOC(=O)c1c(N)sc2c(OC)c(Br)ccc12,100,122,-6,101,1,28,107,117
CC(Oc1cccc(Cl)c1)C(=O)NCCCCc1ccccc1 (stereo not drawn),96,90,10,98,0,12,100,102
CCc1cc(=O)oc2cc(C)cc(OC(C)C(=O)NCCCN3CCOCC3)c12 (stereo not drawn),104,96,4,101,1,-2,100,103
O=C(Nc1ccccc1)Nc1nnc(Cc2ccc([N+](=O)[O-])cc2)s1,98,94,6,97,0,-1,99,95
COc1ccc(N2CCN(C(=O)[C@@H](NC(=O)c3ccccc3Cl)C(C)C)CC2)cc1,109,103,7,105,0,2,106,104
Cc1c(C(=O)Nc2ccc(F)cc2)oc2ccc(S(=O)(=O)N3CCCC3)cc12,105,105,-9,101,2,-1,103,106
COCCOC(=O)/C(C#N)=C/c1cn(Cc2ccccc2)nc1-c1cccnc1,108,105,12,101,0,14,102,112
O=C(NCCN1CCOCC1)c1cc([N+](=O)[O-])cc([N+](=O)[O-])c1,102,90,-5,107,4,8,104,104
COc1ccc(-n2sc3ccc(F)cc3c2=O)cc1,92,129,0,95,0,-1,96,94
Cc1cn2c(-c3ccncc3)nnc2s1,105,101,-38,112,0,6,103,104
CCC(CC)NC(=O)COC(=O)c1cc(SC)ccc1Cl,102,101,5,.,1,-12,101,96
Cc1cc(C(=O)N2CCCC(C(=O)c3cccc4ccccc34)C2)nc(C)n1 (stereo not drawn),101,93,4,97,2,-4,106,101
CCOc1c(Cl)cc(CNCc2ccccn2)cc1OC,103,100,7,111,0,-4,101,107
COc1cc(NC(=O)COC(C)=O)cc(OC)c1OC,103,100,15,100,0,-4,100,98
CC(=O)Oc1ccc(C(C)=O)c2c1OCCO2,114,115,8,107,0,13,106,112
CCCc1[nH]nc2c1C(/C(C)=C/c1ccccc1)C(C#N)=C(N)O2 (stereo not drawn),103,98,1,98,0,3,98,106
Cc1cccc(N=Nc2c(N)n[nH]c2N)c1,91,88,19,97,4,16,98,102

# Further compounds.
SMILES,AGP1 TOR yeast,LAP4-GFP MLPCN,VLA-4 inh,CIT2-GFP yeast,GRK2 inh,GASC-1 inh,RPL19A-GFP yeast,MEP2-GFP yeast
C=CC(=C)CC(NC)c1ccccc1 (stereo not drawn),106,101,12,103,0,-5,101,100
O=C1CC(Nc2ccc(N3CCOCC3)cc2)C(=O)N1Cc1ccccc1 (stereo not drawn),96,103,6,93,1,-3&14,93,99
Fc1ccc2cnc(C3=CCCCC3)cc2c1,90,97,7,83,9,25,94,98
CCCCC(CC)C(=O)Nc1ccc(C#N)cc1 (stereo not drawn),97,94,7,99,6,-4,98,102
COc1ccc(/C=N/n2c(-c3n[nH]c4c3CCC4)n[nH]c2=S)cc1OC,119,103,3,88,0,36,96,91
Cc1cccc(OCc2nnc(SCC(=O)N3CCN(c4ccccc4)CC3)o2)c1C,101,97,-4,105,2,4,102,105
CC(C)(C)NC(=O)c1cc(NC(=O)c2cccs2)cc(NC(=O)c2cccs2)c1,100,93,-3,98,0,0,103,104
Cn1c(CO)cnc1S(=O)(=O)Cc1ccc(Cl)cc1,?,?,1,90,0,-1,95,?
CCn1nc(C(=O)Nc2nc(-c3ccccn3)cs2)c2ccccc2c1=O,92,116,2,94,0,-6,102,108
CCn1cc(C(=O)N[C@@H](CC(C)C)C(=O)NCCCn2ccnc2)c(=O)c2cc3c(cc21)OCO3,84,80,-5,96,1,19,87,83
COC(=O)c1c(NC(=O)c2c(OC)cccc2OC)sc2c1C(C(=O)OC)CC2 (stereo not drawn),97,101,-33,107,4,4,106,114
COc1ccc(N(CC(=O)Nc2ccc(F)c(Cl)c2)S(=O)(=O)c2c(C)noc2C)cc1,107,105,3,.,0,7,106,100
O=C(Nc1nnc(C2CC2)s1)C1CCCO1 (stereo not drawn),102,109,0,96,0,2,99,101
CCN(CC)C(=O)c1sc2[nH]c(=S)n(-c3ccccc3)c(=O)c2c1C,97,95,7,91,1,0,92,93
O=C(CN1CCCCCC1)Nc1ccc(Cl)cn1,87,95,10,80,1,7,107,103
Cc1cc[n+](-c2[nH]c(=O)sc2/C=N/N=C(\[O-])c2ccccc2)cc1,112,114,21,96,3,-3,100,103
OCCNCCCCCOc1ccc(F)cc1,101,105,7,95,1,11,102,104
NC(=O)[C@@H]1CCCN1Cc1nc(-c2cccs2)no1,106,94,-2,100,0,-8,113,100
O=C(Nc1ccc(N2CCOCC2)cc1)c1ccc2nc(-c3ccco3)c(-c3ccco3)nc2c1,.,98,0,94,0,4,97,104
COC(=O)c1ccc(COc2cc([N+](=O)[O-])cc3cccnc23)o1,99,95,24,98,0,1,98,95
COc1ccc2[nH]c3c(c2c1)CN(C)CC3,101,98,-2,95,3,-2,101,101
COc1ccc(CCNC(=O)C(=O)NCC2OCCCN2S(=O)(=O)c2cc(C)ccc2C)cc1 (stereo not drawn),96,96,-10,94,0,4,101,99
Cc1ccc2nsnc2c1S(=O)(=O)Nc1cccc2nsnc12,.,?,-8,?,0,0,?,?
CC(=O)c1sc(NC(=O)CN2C(=O)C3CCCCC3C2=O)nc1-c1ccccc1 (stereo not drawn),102,92,1,95,0,5,95,105
COc1ccc(Nc2nnc(SCC(=O)Nc3ccc4[nH]c(=O)[nH]c4c3)s2)cc1,99,112,15,94,0,-12,97,94

# Compound profiles, as listed above.
# Record of C=CC(=C)CC(NC)c1ccccc1 (stereo not drawn) : AGP1 TOR yeast = 106; LAP4-GFP MLPCN = 101; VLA-4 inh = 12; CIT2-GFP yeast = 103; GRK2 inh = 0; GASC-1 inh = -5; RPL19A-GFP yeast = 101; MEP2-GFP yeast = 100
# Record of NC(=O)[C@@H]1CCCN1Cc1nc(-c2cccs2)no1 : AGP1 TOR yeast = 106; LAP4-GFP MLPCN = 94; VLA-4 inh = -2; CIT2-GFP yeast = 100; GRK2 inh = 0; GASC-1 inh = -8; RPL19A-GFP yeast = 113; MEP2-GFP yeast = 100

# Reprinted at random: 3 records from the list, in no set order.
SMILES,AGP1 TOR yeast,LAP4-GFP MLPCN,VLA-4 inh,CIT2-GFP yeast,GRK2 inh,GASC-1 inh,RPL19A-GFP yeast,MEP2-GFP yeast
COC(=O)c1c(NC(=O)c2c(OC)cccc2OC)sc2c1C(C(=O)OC)CC2 (stereo not drawn),97,101,-33,107,4,4,106,114
Fc1ccc2cnc(C3=CCCCC3)cc2c1,90,97,7,83,9,25,94,98
CCCCC(CC)C(=O)Nc1ccc(C#N)cc1 (stereo not drawn),97,94,7,99,6,-4,98,102

# Remaining list, next part
SMILES,AGP1 TOR yeast,LAP4-GFP MLPCN,VLA-4 inh,CIT2-GFP yeast,GRK2 inh,GASC-1 inh,RPL19A-GFP yeast,MEP2-GFP yeast
Cc1ccc(S(=O)(=O)N2CCN(C(=O)CN3C(=O)NC4(CCOc5ccccc54)C3=O)CC2)cc1 (stereo not drawn),101,99,1,95,14,-6,102,96
CC(NC(=O)c1ccc(CS(C)(=O)=O)cc1)c1cccc2ccccc12 (stereo not drawn),104,92,4,95,2,5,101,99
O=C(O)c1ccc(Cl)c(S(=O)(=O)Nc2ccccc2Cc2ccccc2)c1,95,93,-1,106,4,1,103,104
Oc1ccc(/C=N/Nc2ccnc3cc(Cl)ccc23)c(O)c1,106,105,-35,98,0,6,99,106
COc1cc(C(=O)N(CCc2ccccc2)C2=CC3CCC(C2)N3C)cc(OC)c1OC (stereo not drawn),100,95,6,100,0,-5,95,98
Cc1cc(S(=O)(=O)NC2CC(C)(C)NC(C)(C)C2)c(Cl)cc1Cl,98,102,11,146,.,-9,110,148
O=C(CN1CCCCC1)Nc1cccc([N+](=O)[O-])c1,96,92,1,97,0,-32,94,105
CCOc1cc(C(=O)NCc2ccc3c(c2)OCO3)cc(OCC)c1OCC,90,79,4,99,.,3,97,98
O=[N+]([O-])c1ccc(Cc2ccccn2)cc1,98,97,21,92,4,3,98,104
Cn1c(=O)c2nc(-c3ccc(Cl)cc3Cl)oc2c2ccccc21,103,101,27,96,0,8,95,102
CC(C)OC(=O)CSc1nnc2n1C(C)(C)Cc1ccccc1-2,99,105,-2,95,0,15,101,106
CCOC(=O)c1sc(NC(=O)CCCn2nc([N+](=O)[O-])c(Cl)c2C)c(C(=O)OCC)c1C,106,105,15,106,3,-5,106,116
Cc1ccc(NC(=O)CN2C(=O)NC(C)(CC(C)C)C2=O)cc1F (stereo not drawn),?,?,1,?,0,18,?,?
COc1ccccc1NS(=O)(=O)c1cc(-c2cc(C)no2)ccc1OC,98,102,-5,83,0,0,88,85
CCCCNC(=O)C1CCCN(S(=O)(=O)CC)C1 (stereo not drawn),99,103,-4,103,2,-7,107,104
Cc1ccc(NC(=O)/C=C/c2ccco2)cc1S(=O)(=O)N1CCCCCC1,99,90,4,88,0,4,94,95
Cc1ccc(-c2nc(NCc3cccnc3)c3ccccc3n2)cc1,97,92,-5,104,1,-1,100,91
O=C(NNC(=O)c1cccs1)Nc1cccc(Cl)c1,98,102,3,99,0,-9,95,94
CC1C(c2ccccc2)N(C)C(c2ccccc2)CC1(O)c1ccccc1 (stereo not drawn),100,95,-1,100,0,-34,97,102
O=C(O)c1cnn2c(C(F)(F)F)cc(-c3ccccc3)nc12,97,98,16,83,1,4,95,105
CCOC(=O)Cc1c(C)c2ccc(N(CC)CC)cc2oc1=O,.,100,-4,91,6,1,97,98
